ABHD5-PLIN5 inh = ABHD5-PLIN5 protein interaction inhibition | Q00G26+Q8WTS1 | Split G. princeps luciferase complementation, luminescence, 4 h | inhibition, % at 4 µM | hit rate 0.78% among 360,000 | AID 602281;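 active means inhibition above the mean inhibition across every tested compound plus 3 SD, cut at about 22% in these data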;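 further: 0% = DMSO only wells and the 100% control is not disclosed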
SRC2 inh = human SRC2 (NCOA2) inhibition | AID 651957 | inhibition, % at 9 µM | HEK293 GAL4-SRC2 luciferase reporter, luminescence | hit rate 0.17% among 370,000;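 active means inhibition above the mean inhibition of all tested compounds plus 3 SD, set per campaign, cut at about 52% in these data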;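 further: 0% = DMSO treated cells and 100% = cells given Gossypol at 36 µM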
TLR9-MyD88 inh = TLR9-MyD88 interaction inhibition; Q9NR96+Q99836; CHO BLA complementation TLR9-MyD88, CCF4 FRET ratio; inhibition, % at 4.98 µM; hit rate 0.21% among 340,000;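 active means inhibition above the mean over all tested compounds plus 3 SD, cut at about 21% in these data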;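 further: 0% = DMSO only wells and 100% = clavulanate BLA inhibitor control wells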
MC4R antagonist = blocks human MC4R cAMP signaling | MC4R-expressing cells, MTII-stimulated cAMP, LANCE TR-FRET | inhibition, % at 6.5 µM | hit rate 0.48% among 360,000 | P32245 | AID 540295;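 active means inhibition above its plate's cutoff, the mean of tested wells on that plate plus 3 SD, cut at about 29% in these data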;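 further: 0% = Melanotan II alone and 100% = Melanotan II plus saturating MCL0020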
Target sequence (P32245 whole entry, looked up): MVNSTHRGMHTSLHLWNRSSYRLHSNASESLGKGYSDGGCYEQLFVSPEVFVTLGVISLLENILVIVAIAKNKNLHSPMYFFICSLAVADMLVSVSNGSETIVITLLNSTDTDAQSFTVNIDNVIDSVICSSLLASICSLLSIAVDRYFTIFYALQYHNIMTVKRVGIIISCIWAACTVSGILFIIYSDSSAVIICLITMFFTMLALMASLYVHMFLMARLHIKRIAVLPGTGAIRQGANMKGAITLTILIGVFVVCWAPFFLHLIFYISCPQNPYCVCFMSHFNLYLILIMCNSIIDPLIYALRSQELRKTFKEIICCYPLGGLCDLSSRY
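Assay system: U2OS cells stably expressing human melanocortin 4 receptor (MC4R) / Dosing: 6.5 µM / Timing: compound 30 min, challenge 1 h, detection 1 h / Measured by: Eu-cAMP/anti-cAMP TR-FRET, emission 671 nm / Replicates: singlicate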
NOD2-RIPK2 inh = blocks binding of human NOD2 to RIPK2; AID 624267; inhibition, % at 4.98 µM; hit rate 0.38% among 360,000; CHO BLA complementation NOD2-RIPK2, CCF4 ratio; in the data active means inhibition above about 21%;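 further: 0% = vehicle only and 100% = reference blocker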
Target sequence (O43353 whole entry, looked up): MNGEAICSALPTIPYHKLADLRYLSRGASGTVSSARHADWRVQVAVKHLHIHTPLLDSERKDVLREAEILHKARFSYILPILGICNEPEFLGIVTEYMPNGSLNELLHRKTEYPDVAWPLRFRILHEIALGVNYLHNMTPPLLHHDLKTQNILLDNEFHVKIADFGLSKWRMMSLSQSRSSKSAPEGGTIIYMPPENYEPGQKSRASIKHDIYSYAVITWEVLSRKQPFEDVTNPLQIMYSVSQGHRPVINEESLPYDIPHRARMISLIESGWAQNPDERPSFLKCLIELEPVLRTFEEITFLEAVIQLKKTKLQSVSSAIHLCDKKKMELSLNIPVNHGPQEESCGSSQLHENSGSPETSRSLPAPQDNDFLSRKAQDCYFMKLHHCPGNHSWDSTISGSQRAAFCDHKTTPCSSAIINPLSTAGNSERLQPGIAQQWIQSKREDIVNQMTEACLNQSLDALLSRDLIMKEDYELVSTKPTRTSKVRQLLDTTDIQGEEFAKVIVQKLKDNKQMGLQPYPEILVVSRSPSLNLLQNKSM
SRC3 inh = inhibitors of human steroid receptor coactivator 3 (SRC3); hit rate 0.17% among 360,000; AID 588352; HEK293 GAL4-SRC3 luciferase reporter, luminescence; Q9Y6Q9; inhibition, % at 3.6 µM;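 active means inhibition above a per-campaign cutoff, the mean of all compounds plus 3 SD, cut at about 60% in these data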;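 further: 0% = DMSO-treated cells and 100% = gossypol-treated cells at 36 µM; higher means less SRC3-driven luciferase light from the GAL4 reporter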
COUP-TFII inh = inhibitors of human COUP-TFII (NR2F2) | HEK293T NGFI-A luciferase reporter, luminescence | inhibition, % at 8.6 µM | hit rate 0.7% among 370,000;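 active means inhibition above a per-plate cutoff, mean inhibition of test wells between control levels plus 3 SD, cut at about 38% in these data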;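 further: cells cotransfected with COUP-TFII expression vector driving the NGFI-A reporter; 0% = median of COUP-TF2 test wells and 100% = reporter-only cells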
NCOA1 inh = human NCOA1 inhibition; Q15788; HEK293 GAL4-SRC1 luciferase reporter, luminescence; inhibition, % at 3.6 µM; hit rate 0.12% among 360,000;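 active means inhibition above the campaign mean plus 3 SD, with each screening campaign given its own cutoff, cut at about 60% in these data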;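 further: 0% = DMSO treated cells and 100% = gossypol at 36 µM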
MC4R ag barr = activates human MC4R beta-arrestin recruitment; P32245; U2OS MC4R beta-arrestin complementation, luminescence; percent of melanotan II response, DMSO zero; activation, % at 8.9 µM; hit rate 0.98% among 360,000; AID 540308;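 active means activation above a per-plate cutoff, the mean activation of sample wells on that plate plus 3 SD, cut at about 8% in these data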
EBV LMP1 NFkB = inhibitors of Epstein-Barr LMP1-induced NF-kappaB reporter. inhibition, % at 12.5 µM. hit rate 0.69% among 350,000. LMP1-induced NF-kappaB luciferase reporter cells, luminescence; in the data active means inhibition above about 41%;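 further: 0% = neutral control wells and 100% = reference inhibitor control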
NR5A2 inv ag = NR5A2 inverse agonism in reporter assay. O00482. HEK293T StAR-luciferase reporter, LRH-1 transfected, 24 h. inhibition, % at 3.6 µM. hit rate 0.13% among 360,000. AID 602396;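 active means inhibition above the mean inhibition of all tested compounds plus 3 SD, cut at about 73% in these data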;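 further: 0% = DMSO wells and 100% = reporter-only cells lacking LRH-1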
An asterisk follows results filed as active; . = not tested or not shown. Only part of the results is shown. The share of hits here may be higher or lower than overall.

SMILES	ABHD5-PLIN5 inh	SRC2 inh	TLR9-MyD88 inh	MC4R antagonist	NOD2-RIPK2 inh	SRC3 inh	COUP-TFII inh	NCOA1 inh	MC4R ag barr	EBV LMP1 NFkB	NR5A2 inv ag
COc1cccc(NC(=O)CSCC(=O)O)c1	17	-19	6	-6	-3	18	1	-5	-0.2	1	7
CN(C)S(=O)(=O)c1cccc(COC(=O)CNC(=O)c2ccc(Br)o2)c1	10	13	0	13	-7	-9	-7	-3	0.8	-4	5
Cc1ccc(N(Cc2ccccc2)C(=O)c2cc(S(=O)(=O)N3CCOCC3)ccc2N2CCCC2)cc1	-13	-31	1	16	5	8	-1	-1	2.2	-1	-33
Cc1cnc(C(=O)Nc2ccccc2-c2nnn(CC(=O)NC3CCCC3)n2)cn1	3	-8	0	2	1	-5	-1	-4	-0.8	-1	-5
COc1cc(-c2cnc3c(NC=O)cc(-c4cccnc4)cn23)cc(OC)c1OC	2	-30	.	-53	-10	-9	-20	6	1.1	.	24
COc1ccc(/C=N/n2cnnc2)cc1Br	-5	3	.	-4	-13	-30	-16	-1	-1.0	.	17
Cc1c(NC(=O)C(C)Sc2nnc(-c3ccccc3)o2)c(=O)n(-c2ccccc2)n1C (stereo not given)	4	10	-4	1	-2	1	1	-33	-0.8	-3	-11
COc1cc(F)ccc1S(=O)(=O)N1CCN(Cc2ccccc2)CC1	1	6	9	0	9	6	3	-3	-0.7	-3	5
CCN(CC)C(=O)c1[nH]cnc1C(=O)Nc1cccc(Cl)c1	-4	19	-6	5	-20	-6	2	9	1.5	-3	-7
CNC(=O)c1c(NC(=O)c2cccc(N3C(=O)CCC3=O)c2)sc2c1CCCC2	-4	5	2	2	-5	5	2	4	0.6	0	-1

Sorted by number of heavy atoms (ascending): three of the compounds above.
SMILES	ABHD5-PLIN5 inh	SRC2 inh	TLR9-MyD88 inh	MC4R antagonist	NOD2-RIPK2 inh	SRC3 inh	COUP-TFII inh	NCOA1 inh	MC4R ag barr	EBV LMP1 NFkB	NR5A2 inv ag
CCN(CC)C(=O)c1[nH]cnc1C(=O)Nc1cccc(Cl)c1	-4	19	-6	5	-20	-6	2	9	1.5	-3	-7
COc1cc(F)ccc1S(=O)(=O)N1CCN(Cc2ccccc2)CC1	1	6	9	0	9	6	3	-3	-0.7	-3	5
Cc1cnc(C(=O)Nc2ccccc2-c2nnn(CC(=O)NC3CCCC3)n2)cn1	3	-8	0	2	1	-5	-1	-4	-0.8	-1	-5

(cont.)
SMILES	ABHD5-PLIN5 inh	SRC2 inh	TLR9-MyD88 inh	MC4R antagonist	NOD2-RIPK2 inh	SRC3 inh	COUP-TFII inh	NCOA1 inh	MC4R ag barr	EBV LMP1 NFkB	NR5A2 inv ag
Cc1cc([N+](=O)[O-])ccc1NC(=O)COc1nsnc1N1CCOCC1	7	-14	-11	11	1	-14	20	15	-2.2	-3	23
Cc1cc(Br)cn2c(Cc3ccsc3)c(C3CCCCC3)nc12	-14	.	.	.	-7	-1	.	-2	.	.	14
CCOC(=O)c1cc2c(C)nn(-c3ccccc3)c2s1	-12	-5	-8	-1	-16	-12	9	-25	1.9	-25	9
Cc1cc(SCC(=O)c2ccccc2)nc(=O)[nH]1	-29	-37	10	5	3	-61	-28	-64	-2.8	-12	-89
CC(/C=C/c1ccccc1F)=N\NC(=O)c1ccc(Cl)cc1	0	-32	3	-4	3	6	-32	-11	-1.3	4	-8
Cc1ccc(S(=O)(=O)CCSc2nc(C)cc(C)c2C#N)cc1	1	-5	3	-2	-5	4	2	-10	0.1	-4	-2
COc1ccc(-c2cc(C(=O)N3CCN(c4cccc(C)c4C)CC3)c3ccccc3n2)cc1OC	5	.	4	16	-8	-8	.	-4	-1.0	7	7
COc1ccc(-c2nnn(CC(=O)N(CCCN3CCOCC3)C(C(=O)NC3CCCC3)c3ccc(C)o3)n2)cc1 (stereo not given)	-3	-2	-7	-1	-3	15	17	0	-0.8	3	-5
C[C@H](NS(=O)(=O)c1ccccc1)C(=O)OCC(=O)NC(=O)Nc1ccc2c(c1)OCCO2	5	-29	-9	9	0	-18	-11	-10	-0.5	-5	0
COC(=S)Nc1cccc(C(F)(F)F)c1	4	-4	.	-7	-16	9	-10	9	0.8	10	-2
CNC(=S)/N=C/NOCc1c(Cl)cccc1Cl	5	-22	9	9	2	9	15	4	-0.7	-5	-13
Cc1cccc(S(=O)(=O)NC(=O)C2(C)CCN2C(=O)c2c(C)noc2C)c1 (stereo not given)	8	3	.	6	1	-30	-8	1	0.0	.	0
O=c1cc(N2CCCCC2)c(-c2ccccc2)nn1Cc1c(Cl)cccc1Cl	3	14	8	22	0	-26	-2	-11	-1.6	-11	-6
O=C(CN1C(=O)NC(CCc2ccccc2)C1=O)Nc1ccccc1C(F)(F)F (stereo not given)	-1	15	0	0	-5	12	-1	-11	-1.6	-7	3
COc1ccc(C(=O)N/N=C/c2ccccc2OC(=O)c2ccccc2)cc1	-2	-39	-5	-27	7	-76	-43	-66	-0.9	23	-76
Cc1ccccc1NS(=O)(=O)c1cc(S(C)(=O)=O)ccc1C	4	-15	7	-4	-11	-10	5	-22	-1.4	-7	20
CCN1CCN(C(=O)c2ccc(Cl)c(S(=O)(=O)N(C)c3ccccc3)c2)CC1	-4	-35	-16	1	-12	12	9	-1	-1.1	1	5
NNC(=O)c1nnn(-c2nonc2N)c1-c1cccs1	7	20	7	1	-2	10	9	-1	0.1	1	10
C/C(CC(=O)NC12CC3CC(CC(C3)C1)C2)=N\NC(=O)Cc1cccs1	2	-19	0	3	13	-10	-16	-5	-1.4	2	-29
NC(N)=N/N=C/c1ccc(OCc2ccc(Cl)cc2)cc1	2	-39	4	9	-1	-55	-49	-65	2.9	-8	-46
COc1ccc(C(=O)Nc2cccc(S(C)(=O)=O)c2)cc1OC	2	-7	-8	11	-14	23	-1	-31	-2.7	-10	18
COCCN(CC(=O)NCc1ccc(F)cc1)C(=O)CCC(=O)Nc1ccccn1	-11	-19	-7	-1	1	12	5	-15	-1.2	8	9
CCCCCC(=O)NNC(=S)NC(=O)c1cccc([N+](=O)[O-])c1	-7	0	-7	17	2	15	9	5	-1.2	7	-21
Cc1ccc(NC(=O)CNCc2ccccc2)cc1Br	5	8	-3	6	10	2	-6	-1	5.7	-8	-13
COc1cccc(C(=O)NNC(=O)c2ccc3ccccc3c2)c1	-4	-6	-20	0	7	-11	-19	-14	0.6	7	1
Cc1ccc2nc(SCC(=O)Nc3nonc3C)[nH]c2c1	1	-18	-3	-8	-11	-8	11	-10	-2.5	18	5
CC(C)N(C(=S)Nc1cccc(S(=O)(=O)N(C)C)c1)c1ccccc1	6	-9	-7	-4	-6	27	5	-10	3.8	-3	7
CC1(C(=O)NC2CCCCCCC2)CCC(=O)N1Cc1cccs1 (stereo not given)	1	4	4	-1	-2	-3	-6	3	-0.7	2	2
COc1cc(OC)cc(C(=O)OCC(=O)Nc2cccc(C(C)=O)c2)c1	4	0	-7	12	2	4	6	-3	0.6	5	-12
CCc1cc2c(NCc3ccco3)ncnc2s1	4	11	7	-4	-4	-16	21	-17	1.6	-1	-7
CCCCN(C(=O)CCNC(=O)NC12CC3CC(CC(C3)C1)C2)c1c(N)n(CCC)c(=O)[nH]c1=O	-2	7	0	10	8	0	0	-12	-1.3	-8	6
Cc1sc2ccccc2c1CNC[C@H]1O[C@@H](n2cnc3c(N)ncnc32)[C@H](O)[C@@H]1O	-4	-22	-4	2	13	-7	-2	-14	-2.9	4	10
Cc1ccc(NC(=O)c2c3c(nc4ccccc24)CCC3)cc1S(=O)(=O)N(C)C	5	28	-8	8	-1	-4	24	-30	-0.8	7	14
COc1ccc(/C=N/NC(=O)c2cccnc2)cc1CN1CCOCC1	2	-25	-13	-2	1	10	11	-2	-2.7	2	-13
CCCN(CCC)CC(O)Cn1cc(/C=C/C(=O)c2cccs2)c2ccccc21 (stereo not given)	16	14	40*	-6	39*	18	-8	-3	0.6	11	-10
CCn1c(C)nc2cc(C(=O)NNC(=S)Nc3ccc(Cl)cc3)ccc21	-2	6	0	0	-3	0	12	-1	-1.1	1	-20
C[C@H](CO)N1C[C@H](C)[C@@H](CN(C)S(=O)(=O)c2ccc(F)cc2)Oc2ccc(NC(=O)Nc3ccc4c(c3)OCO4)cc2C1=O	4	-12	-1	14	11	-22	-10	7	-0.4	-3	-29
O=C(Nc1ncc2c(n1)-c1ccccc1CC2)c1ccc(Cl)cc1	-3	18	-3	-4	3	-2	8	13	-2.1	8	-9
COCCN(C(=O)COC(=O)CCOc1ccccc1C)c1c(N)n(Cc2ccccc2)c(=O)[nH]c1=O	-4	9	1	-1	3	5	13	-11	-1.5	-2	-7
Cc1cc(C)n2nc(C(=O)OCCOc3ccc(Br)cc3)nc2n1	-4	-6	13	7	4	6	-1	0	-0.7	-11	15
CC1=CCC[C@@H]2[C@]3(CC/C(=C/CO)CO)CO[C@@]2(C1)[C@@H](O)C[C@H]3C	4	-14	.	5	-2	17	-1	-4	-0.1	.	22
CCCCNC(=O)C1(C)CCN1Cc1ccc(C(=O)OCC)cc1 (stereo not given)	5	21	.	-5	2	8	0	-2	0.3	.	13
COc1ccc2[nH]c3c(c2c1)CCN1C(=O)C(CC(=O)NCCCN(C)C)C[C@H](C(=O)N2CCCCC2)[C@@]31C (stereo not given in full)	4	-12	3	-8	-15	4	12	5	-1.8	-9	-6
CC(C)CCNC(=O)C(c1ccco1)N(Cc1ccccc1)C(=O)c1snc(C(N)=O)c1N (stereo not given)	0	-12	-8	9	-9	0	-15	-26	0.5	-2	-11

In a second layout: 2 of the compounds above.
| Molecule | ABHD5-PLIN5 inh | SRC2 inh | TLR9-MyD88 inh | MC4R antagonist | NOD2-RIPK2 inh | SRC3 inh | COUP-TFII inh | NCOA1 inh | MC4R ag barr | EBV LMP1 NFkB | NR5A2 inv ag |
| --- | --- | --- | --- | --- | --- | --- | --- | --- | --- | --- | --- |
| COc1ccc2[nH]c3c(c2c1)CCN1C(=O)C(CC(=O)NCCCN(C)C)C[C@H](C(=O)N2CCCCC2)[C@@]31C (stereo not given in full) | 4 | -12 | 3 | -8 | -15 | 4 | 12 | 5 | -1.8 | -9 | -6 |
| CC(C)CCNC(=O)C(c1ccco1)N(Cc1ccccc1)C(=O)c1snc(C(N)=O)c1N (stereo not given) | 0 | -12 | -8 | 9 | -9 | 0 | -15 | -26 | 0.5 | -2 | -11 |
